# CatG inh = inhibitors of human cathepsin G. 0.2% of 62,000 active. AID 581. inhibition, % at 5 µM (by protocol). P08311. purified enzyme, AMC-tetrapeptide fluorescence, pooled mixtures;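 active means inhibition above 20% in each of the two mixture wells holding the compound; inactive means inhibition of 20% or less in either well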;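 further: 0% = enzyme control without mixture and 100% = blank lacking enzyme; strong numbers were not always called active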
# Target sequence (P08311 21-244 limits assumed): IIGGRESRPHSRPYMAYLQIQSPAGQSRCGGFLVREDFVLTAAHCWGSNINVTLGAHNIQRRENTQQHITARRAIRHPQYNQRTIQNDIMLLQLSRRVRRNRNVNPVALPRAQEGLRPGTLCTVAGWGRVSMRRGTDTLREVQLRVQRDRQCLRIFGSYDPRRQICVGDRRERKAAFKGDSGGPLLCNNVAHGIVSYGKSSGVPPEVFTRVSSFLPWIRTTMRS
# AP complement = alternative pathway complement inhibition, orthogonal assay; Human serum alternative complement pathway, LPS-coated ELISA, C3 deposition; tested in compound mixtures; inhibition, % at 5 µM; 0.08% of 62,000 active; AID 1235;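 active means inhibition above 30% in each of the two pooled mixtures holding the compound, so the lower value exceeds 30%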;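 further: 0% = serum in Mg-EGTA without compound and 100% = EDTA serum blank; some compounds past the cut are filed as inactive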
#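 Test system: human serum complement alternative pathway, C3 deposition onto LPS / Medium: Mg2+-EGTA GVB++ buffer containing human serum at 1:15 dilution / Probe or stimulus: Plate-bound LPS / Times: 1 h at 37 °C / Signal: ELISA with HRP anti-human C3 antibody, TMB substrate, absorbance 450 nm / Measure: percent inhibition / Repeats: two pool placements per compound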
# CatB mix inh = inhibitors of human cathepsin B in compound mixtures | P07858 | Purified cathepsin B, AMC dipeptide fluorescence | inhibition, %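 (ten-compound pools at 5 µM per compound and 50 µM total)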 | 0.06% of 62,000 active; in the data active means inhibition above about 22%, passing the limit was not always enough;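 further: 0% = enzyme without compound and 100% = no enzyme blank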
# CatB block = human cathepsin B inhibition; P07858; purified cathepsin B, fluorogenic substrate, fluorescence; inhibition, %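 (tested at 10 µM)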; 0.1% of 63,000 active; in the data active means inhibition above about 21%;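 further: 0% = enzyme with no compound and 100% = no enzyme blank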
# CatS block = human cathepsin S inhibition; inhibition, %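 (tested at 5 µM per compound within 10-compound mixtures)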; P25774; AID 501; 0.06% of 62,000 active; recombinant cathepsin S, AMC dipeptide fluorescence, pooled mixtures; in the data active means inhibition above about 32%, passing the limit was not always enough;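 further: 0% = enzyme without compound and 100% = blank without enzyme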
# FXIa mix inh = inhibitors of human coagulation factor XIa, pooled mixtures. P03951. purified FXIa, fluorogenic substrate. inhibition, % at 5 µM. 0.19% of 62,000 active; in the data active means inhibition above about 20%, passing the limit was not always enough;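 further: each value is inhibition by a whole ten-compound pool holding the compound; 0% = enzyme with no mixture and 100% = wells lacking enzyme; strong numbers were not always called active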
# Target sequence (P03951 19-387 limits assumed): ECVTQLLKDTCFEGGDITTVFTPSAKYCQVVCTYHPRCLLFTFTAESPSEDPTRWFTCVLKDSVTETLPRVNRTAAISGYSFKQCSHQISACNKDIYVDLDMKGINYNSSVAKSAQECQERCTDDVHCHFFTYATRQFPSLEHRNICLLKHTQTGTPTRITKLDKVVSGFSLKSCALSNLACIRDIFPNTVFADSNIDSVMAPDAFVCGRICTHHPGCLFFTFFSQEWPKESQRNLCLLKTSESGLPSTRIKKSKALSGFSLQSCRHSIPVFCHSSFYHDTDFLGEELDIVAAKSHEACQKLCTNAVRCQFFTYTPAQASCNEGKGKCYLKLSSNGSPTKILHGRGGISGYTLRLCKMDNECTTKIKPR
# Target sequence (P03951 388-625 limits assumed): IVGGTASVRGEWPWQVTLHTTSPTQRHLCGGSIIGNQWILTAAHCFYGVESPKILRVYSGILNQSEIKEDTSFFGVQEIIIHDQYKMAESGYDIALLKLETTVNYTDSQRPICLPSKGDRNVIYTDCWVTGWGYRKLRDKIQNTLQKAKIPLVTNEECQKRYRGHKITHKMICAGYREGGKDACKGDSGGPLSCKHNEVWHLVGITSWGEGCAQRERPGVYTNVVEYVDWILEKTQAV
# C1s inh = blocks human complement C1s protease activity | P09871 | purified C1s, fluorogenic AMC substrate, pooled mixtures | AID 538 | 0.16% of 62,000 active | mean inhibition % of two 10-compound mixtures (active compounds read high), % at 5 µM (by protocol);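 active means inhibition above 20% in each of the two 10-compound mixture wells holding the compound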;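 further: 0% = enzyme wells lacking compound mixture and 100% = no-enzyme blank wells; some compounds called inactive have numbers as strong as hits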
# CatL block = inhibitors of human cathepsin L | P07711 | purified cathepsin L, fluorogenic substrate, fluorescence | inhibition, %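 (tested at 10 µM)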 | 0.17% of 58,000 active; in the data active means inhibition above about 45%;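 further: 0% = enzyme with no compound and 100% = no enzyme blank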
# Ec RNAP inh = Escherichia coli RNA polymerase inhibition | E. coli RNA polymerase, fluorescence transcription assay | AID 559 | 0.2% of 62,000 active | P0A8V2 | inhibition, %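 (tested at 10 µM)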; in the data active means inhibition above about 20%;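 further: 0% = enzyme without compound and 100% = no enzyme blank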
# Numbers without * were called inactive; . = not tested or not shown. Not all compounds are listed (hit frequency here may not be typical).
cpd	Compound	FXIa mix inh	CatG inh	Ec RNAP inh	C1s inh	AP complement	CatL block	CatB mix inh	CatB block	CatS block
1	COc1cccc(CNC(=O)CCS(=O)(=O)c2cccc3nsnc23)c1	5	1	5	-3	13	2	4	-3	-5
2	COc1cc(C(=O)Nc2ccccc2N2CCN(S(C)(=O)=O)CC2)cc(OC)c1OC	8	6	2	3	7	7	-3	-1	-5
3	NC(=O)C1CCN(C(=O)CN2CCN(c3cccc(C(F)(F)F)c3)CC2)CC1	3	9	9	1	5	28	-3	1	7
4	CC(C)Oc1ccc(N2CC(C(=O)Nc3ccc4c(c3)OCO4)CC2=O)cc1 (centres undefined)	4	11	4	2	13	1	3	4	-4
5	COc1cccc(OC)c1C(=O)Nn1c(C2CCC2)nc2ccccc2c1=O	4	2	7	1	11	-15	4	-1	-14
6	Cn1c(=O)c2c(nc(CN3CCN(c4ccc(F)cc4)CC3)n2Cc2ccccc2F)n(C)c1=O	2	2	-2	-2	1	23	-5	-1	7
7	O=C(COC(=O)CCc1c[nH]c(=O)[nH]1)Nc1ccccc1	-6	9	9	9	0	-1	0	-3	5
8	C=CCSc1nc(O)c(CC)c(=O)n1C(C)CC (centres undefined)	7	5	.	4	18	.	-1	.	4
9	O=C(NCc1ccccc1)c1noc2c1CCCCC2	9	3	4	-26	8	15	6	-2	3
10	Cc1cc(NC(=O)CC2CCCC2)n(-c2nc3ccccc3[nH]2)n1	-4	5	12	-22	-9	5	2	-3	4
11	O=C(NC(Cc1ccccc1)C(=O)N1CCCC1C(=O)O)c1ccccc1 (centres undefined)	0	-2	8	-3	3	18	1	2	4
12	CCOC(=O)N1CCC(N2Cc3cccc(C(=O)NCC4CCN(CC(C)C)C4)c3C2=O)CC1 (centres undefined)	3	-3	5	-12	13	2	1	0	4
13	CCOc1ccc(-n2ccnc2SCC(=O)Nc2nnc(CC)s2)cc1	-2	-4	9	-27	7	10	1	9	6
14	N#Cc1nc(Cc2ccccc2)oc1NCCCn1ccnc1	-14	-9	4	-18	-7	9	-7	-2	4
15	CCOC(=O)N1CCN(C(=O)CSc2nc3c(cnn3-c3ccc(Cl)cc3)c(=O)[nH]2)CC1	3	-1	5	-3	15	8	2	-6	-3
16	NC(=O)CSc1nnc(CNc2cccc(Cl)c2)n1CCc1ccccc1	8	1	4	-4	-1	-1	1	3	22
17	COc1cc(C2c3c(oc4ccccc4c3=O)C(=O)N2CCN2CCOCC2)cc(OC)c1OC (centres undefined)	12	7	3	3	8	-2	0	-1	4
18	CCOc1ccc(OCC)c(S(=O)(=O)NCc2cccnc2)c1	-5	-3	6	-17	-15	-1	0	-1	6
19	COc1ccc(C2C(C(C)=O)=C(O)C(=O)N2c2nccs2)cc1OC (centres undefined)	3	-14	-9	-38	9	6	0	7	-3
20	COc1ccc(-c2ccc(SCC(=O)NCc3ccco3)nn2)cc1OC	6	6	-4	10	17	-1	-1	2	-4
21	O=C(Nn1cnnc1)c1cc(-c2ccccn2)nc2ccccc12	10	12	2	19	14	-1	2	-1	-2
22	CCOC(=O)c1c(-c2ccc(C)s2)csc1NC(=O)c1ccco1	11	-6	-2	31	3	2	-4	-1	-6
23	CCN1C(=O)c2ccccc2Sc2ccc(C(=O)NCCN3CCOCC3)cc21	0	1	3	-5	-4	.	2	0	7
24	O=C(COc1ccc(Cl)cc1Cl)Nc1ccc(Cl)cn1	10	15	2	16	7	19	2	7	-2
25	CC(=O)Nc1ccc2c(c1)nc(CCNC(=O)c1ccccc1)n2C	3	11	11	9	8	12	3	0	-1
26	Cc1ccc(C(C(=O)NCc2ccco2)N(CCc2ccccc2)C(=O)Cn2nnc3ccccc32)o1 (centres undefined)	-1	9	12	-10	-2	7	5	7	12
27	COc1ccc(CN(Cc2cc3cccc(C)c3[nH]c2=O)C(=O)N(C)C)cc1	9	12	2	31	11	13	1	3	-3
28	CSCC[C@H](NC(=O)NCc1cccs1)C(=O)O	7	-8	.	-21	6	-9	3	2	-5
29	CC(C)C(c1nnnn1C1CCCCC1)N1CCN(c2ncccn2)CC1 (centres undefined)	-1	0	.	1	-5	-3	0	-2	2
30	Cc1onc(-c2ccccc2Cl)c1C(=O)OCN1C(=O)c2ccccc2C1=O	-10	1	9	-1	2	13	-1	3	1
31	O=c1ccc(=O)n2n1CC(O)C2	-2	0	4	-64	13	2	1	6	-4
32	O=C(NC1CCCCC1)NC1CC2CCC(C1)N2C(=O)NCc1ccccc1 (centres undefined)	9	9	0	8	10	-8	3	2	-1
33	COc1ccc(C2(C(N)=O)CCCCC2)cc1OC	-2	7	4	-3	-5	.	0	-1	3
34	Oc1[nH]c2ccccc2c1C=NCC1CCCO1 (centres undefined)	-2	5	0	5	7	-2	3	4	5
35	CCOC(=O)C1CCCN(C(=O)CN(c2ccc(OC)cc2)S(=O)(=O)c2c(C)noc2C)C1 (centres undefined)	12	-1	-2	3	10	-6	2	1	-14
36	CC1CC(C)CN(C(=O)CSc2nnc(-c3ccc(Cl)cc3)o2)C1 (centres undefined)	-14	-6	6	-114	26	.	0	5	-9
37	Cn1c(SCC(=O)c2ccccc2)nnc1C1CC1	10	0	6	-10	10	0	5	0	-6
38	O=C(O)c1ccc(CSc2ncn[nH]2)cc1	3	11	12	6	-1	9	4	-3	4
39	CCOCc1nc(C)c(Cl)c(NS(=O)(=O)c2ccc(N)cc2)n1	6	5	1	3	13	-2	2	4	-5
40	COc1cccc(C(=O)Nc2cc(C)c3c(=O)oc4ccccc4c3n2)c1	6	5	9	5	5	-2	7	4	6
41	Cc1ccc(S(=O)(=O)Cn2nnnc2CN2CCOCC2)cc1	3	13	7	16	13	17	3	2	14
42	Cc1ccc(S(=O)(=O)CC(C)N2CCOCC2)c(S(=O)(=O)CC(C)N2CCOCC2)c1 (centres undefined)	-3	2	6	6	0	11	3	1	1
43	Cc1cc2nc(NC3=NCN(CCCN4CCOCC4)CN3)nc(C)c2cc1C	5	-6	.	2	7	5	44	6	11
44	CC(=O)OCC(=O)c1ccc2ccn(C(C)=O)c2c1	6	5	0	-5	2	-3	1	0	6
45	COc1ccc(N2CCN(C(=O)c3cn(C4CCCC4)c(=O)c4c3c3ccccc3n4C)CC2)cc1	2	12	9	13	11	.	3	4	9
46	O=C(Cc1ccccc1)NCCc1cn2ccsc2n1	-1	2	5	-64	16	8	0	6	5
47	Cc1nn(Cc2ccccc2)c(C)c1NC(=O)CSc1nnc(-c2cc(Cl)ccc2O)n1C	5	-3	1	37	-1	3	-3	-2	3
48	O=C(OCC(=O)N1CCN(C(=O)c2ccco2)CC1)c1cc(=O)c2ccccc2o1	0	-3	3	3	5	1	0	6	-6
49	O=C(Nc1ccc2c(c1)oc1ccccc12)c1cccnc1	1	5	6	-10	0	-1	2	1	16
50	Cc1ccc2c(c1)CN1CN2Cc2cc(C)ccc21	7	-2	3	6	14	-4	3	-7	-16

# The list continues.
cpd	Compound	FXIa mix inh	CatG inh	Ec RNAP inh	C1s inh	AP complement	CatL block	CatB mix inh	CatB block	CatS block
51	N#Cc1c2c(c(NCCCN3CCOCC3)n3c1nc1ccccc13)CCC2	0	11	6	-11	13	-5	-8	0	10
52	COc1ccc(C2CC(=O)N3CN(Cc4ccco4)CSC3=C2C#N)cc1 (centres undefined)	9	10	7	12	2	10	2	1	14
53	COc1ccc2nc3c(cc2c1)c(NC(=O)c1cccs1)nn3CC(C)C	-11	4	-4	-22	9	.	-5	-1	-2
54	Cn1c(=O)c2c(-c3ccccc3)n(-c3ccccc3O)cc2n(C)c1=O	-1	6	1	-3	5	15	2	6	1
55	CCN(CC)C(=O)C(C)N(C#N)c1nc(NC(C)C)nc(NC(C)C)n1 (centres undefined)	7	-2	0	-4	17	.	3	-1	-3
56	COCCCNC(=O)CCn1c(=O)c2ccccc2n(CC(=O)Nc2c(C)cccc2C)c1=O	16	13	2	-9	17	2	2	1	10
57	COc1ccc2oc(=O)c(C(=O)O)cc2c1	0	-2	3	-12	11	-5	3	-3	6
58	COc1ccc(C2C(C(=O)Nc3cccnc3)=C(C)Nc3nc(-c4ccco4)nn32)cc1 (centres undefined)	4	9	1	14	21	2	4	1	-1
59	N#Cc1nc(-c2ccccc2F)oc1NC1CCCCC1	6	9	3	6	23	.	4	2	1
60	O=C(CN1C(=O)C2C3C=CC(C3)C2C1=O)NCc1ccc2c(c1)OCO2 (centres undefined)	6	-3	-1	0	5	0	2	6	2
61	CN(C)c1ccc(-c2nnn(CC(=O)N3c4ccccc4CCc4ccccc43)n2)cc1	12	1	-3	1	13	-8	-6	-5	3
62	Cc1nnc(SCc2cccc(Oc3ccccc3)c2)n1N	-12	-3	8	0	-5	24	-2	6	2
63	CCn1c(=N)c(C(=O)NCCCOC)cc2c(=O)n3cccc(C)c3nc21	-57	-35	-46	-108	16	-64	-26	-39	-49
64	COc1ccc(OCC(=O)Nc2ccc(N3CCOCC3)c(Cl)c2)cc1	4	12	10	15	21	0	6	5	-10
65	O=C(C1CCN(S(=O)(=O)c2cccc3cccnc23)CC1)N1CCN(C2CCCC2)CC1	1	1	5	3	11	.	5	3	-18
66	Cc1onc(-c2c(Cl)cccc2Cl)c1C(=O)NCCCN1CCOCC1	2	-1	4	0	2	-2	5	6	-4
67	CCOC(=O)CNC(=O)C(Cc1ccccc1)NS(=O)(=O)c1ccc2c(c1)CCC(=O)N2 (centres undefined)	3	9	10	15	-1	25	4	1	7
68	COCCn1cnc2cc(C)c(C)cc21	5	1	0	-7	13	-6	7	-2	22
69	c1cncc(-c2nc3ccccc3o2)c1	-4	7	2	1	16	1	1	1	-5
70	CCc1ccccc1-n1c(SCC(=O)N2CCCC2)nnc1-c1ccccn1	2	-2	-2	3	2	-4	3	5	1
71	Cc1nnc(SCC(=O)Nc2nccs2)[nH]c1=O	0	5	3	14	-4	11	-3	7	8
72	CCOc1ccccc1NC1=NCC(=O)N1Cc1ccc(F)cc1	-2	9	3	-3	22	-5	0	-2	1
73	c1ccc(-c2nc(Sc3ncnc4c3cnn4-c3ccccc3)n[nH]2)cc1	0	9	7	8	7	17	-1	1	-2
74	Cc1cc(C)cc(N(C(=O)C2CCCC2)C2C=CS(=O)(=O)C2)c1 (centres undefined)	-15	-15	9	-118	4	5	-9	5	5
75	CCOC(=O)CSc1nc(N)c(C#N)c(-c2ccc(OCC)cc2)c1C#N	5	3	2	0	14	-1	2	2	-11
76	CCOC(=O)CSc1nnc(-c2ccccc2OC)o1	3	2	17	5	-10	6	0	1	7
77	CCOC(=O)CS(=O)(=O)c1nc(-c2ccc(F)cc2)cc(C(F)(F)F)n1	12	13	9	16	12	-6	6	1	-1
78	COc1cccc(-c2cc(C(=O)NCc3ccc(Cl)cc3)no2)c1	19	47	-3	-34	18	4	-5	-1	10
79	CCCc1ccccc1OCCNC(C)=O	-1	-5	1	4	-3	-4	3	4	0
80	Cc1ccc(S(=O)(=O)N2CCCC2C(=O)Nc2nccs2)cc1 (centres undefined)	4	8	2	13	9	.	0	2	0
81	CCOC(=O)CSC1=C(C#N)C(=O)NC(c2ccc(OC)c(OC)c2)S1 (centres undefined)	13	2	7	-29	-20	17	2	2	-3
82	CCOc1ccc(N2C(=O)CC(N3CCN(C(=O)CN4CCCC4)CC3)C2=O)cc1 (centres undefined)	5	5	-3	1	13	20	-2	-2	10
